# Polio RdRp inh – poliovirus RdRp elongation inhibitors, primary screen, biochemical, fluorescence polarization, total intensity. poliovirus polymerase elongation; active compounds read low. 0.66% of 150,000 active. AID 588519, 2011. % elongation, % (compound at 16.7 µg/mL); in the data active means % elongation below about 90%; further: some results filed as inactive read as strong as hits
# Target sequence (P03300 1749-2209 limits assumed): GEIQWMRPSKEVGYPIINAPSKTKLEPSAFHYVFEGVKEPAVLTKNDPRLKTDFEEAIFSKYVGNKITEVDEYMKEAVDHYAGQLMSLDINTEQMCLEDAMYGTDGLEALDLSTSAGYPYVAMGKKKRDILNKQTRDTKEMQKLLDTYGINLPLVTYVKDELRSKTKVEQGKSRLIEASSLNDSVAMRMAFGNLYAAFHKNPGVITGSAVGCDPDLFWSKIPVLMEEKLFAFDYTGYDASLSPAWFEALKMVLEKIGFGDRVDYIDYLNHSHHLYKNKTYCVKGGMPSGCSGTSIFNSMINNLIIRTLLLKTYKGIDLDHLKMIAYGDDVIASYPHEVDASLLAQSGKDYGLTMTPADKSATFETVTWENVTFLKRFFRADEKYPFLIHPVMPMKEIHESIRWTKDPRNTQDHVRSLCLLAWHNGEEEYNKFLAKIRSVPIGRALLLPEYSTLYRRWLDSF
# Polio RdRp inh FP z-score – also measured in Polio RdRp inh; calls as there; z-score; measured here: FP z-score; hits read low
# An asterisk follows results filed as active; & = joins results of further samples.
SMILES,Polio RdRp inh,Polio RdRp inh FP z-score
CCOc1ccc(Nc2c(S(=O)(=O)c3ccccc3)cnc3ccc(CC)cc23)cc1,102,-1.2
O=C(N/C(=C/c1ccccc1)C(=O)N1CCc2ccccc2C1)c1ccccc1,96,-0.6
CC(=O)Nc1cccc(NC(=O)Cc2csc(COc3cccc(C)c3)n2)c1,109,0.5
Cc1ccc(N(CC(=O)N2CCCCCC2)S(=O)(=O)c2c(C)noc2C)cc1,103,0.4
O=C(Nc1ccc(-n2cnnn2)cc1)C1(Cc2nc3ccccc3s2)CCCC1,101,0
Cc1cc(C)nc(NC2=NCC(=O)N2c2ccc(Oc3ccccc3)cc2)n1,101,0.3
COC(=O)c1sc(N2C(=O)c3oc4cc(C)c(C)cc4c(=O)c3C2c2ccccc2F)nc1C (stereo unspecified),100,-0.8
O=c1ccc2cc(S(=O)(=O)NCc3ccc(Cl)cc3)ccc2[nH]1,111,1
CCC1CCCCN1C(=O)c1sc2nc(-c3ccccc3)cn2c1C (stereo unspecified),101,-0.1
O=C(COc1ccc(C(=O)c2ccccc2)cc1)NCC1CCCCC1,98,-0.5
CCc1ccccc1NC(=O)C1CCCN(c2ncnc3onc(C)c23)C1 (stereo unspecified),109,0.3
N#C/C(=N/O)c1nc2ccccc2s1,104,0.2
S=C(Cc1ccccc1)N1CCCCC1,96,-1.5
COc1ccc(C(=O)NCCn2cc(SC(C)c3ccccc3)c3ccccc32)cc1OC (stereo unspecified),101,-1
COc1ccc(NC(=O)CCc2nc3cc(S(=O)(=O)N4CCCCC4)ccc3n2C)cn1,79,-3.2
Cc1ccc(Cl)cc1NC(=O)c1cc(NC(=O)C2CC=CCC2C(=O)O)ccc1N1CCOCC1 (stereo unspecified),101,-0.6
Cc1cc(C)n(-c2nc3ccccc3nc2NCC(C)O)n1 (stereo unspecified),106,2
COc1ccc(-n2cc(C(=O)Nc3cc(F)ccc3F)c3ccccc3c2=O)cc1,108,0.3
COc1ccc(CN2CCN(c3ncnc4sc5c(c34)CC(C)CC5)CC2)cc1F (stereo unspecified),103,-0.7
O=C(COCc1cc(-c2ccc(F)cc2)on1)N(CC1CC=CCC1)CC1CCCO1 (stereo unspecified),103,0.8
NCCc1cnc[nH]1,101&97&99,0.2&-0.1&-0.1
O=C(Sc1ccccc1)c1ccc(C(F)(F)F)cc1,104,0
CCOc1ccccc1C(=O)NC1CCCCCC1,102,-0.4
O=C(O)C(Cc1cnc[nH]1)N1C(=O)c2ccccc2C1=O (stereo unspecified),103,0.3
O=C1c2ccccc2C(=O)N1CCCCN1C(=O)c2ccccc2S1(=O)=O,102,0
CCOC(=O)c1cc(-c2ccc(OC)cc2)n(CCC(=O)NCCc2ccccc2)c1C,108,0.6
Cc1nc(-n2nc(C)c(Cc3ccccc3Cl)c2C)sc1C(=O)Nc1ccccc1F,111,0.7
O=C(NCc1ccc2c(c1)OCO2)C1CC2C=CC1C2 (stereo unspecified),103,0.2
COc1ccc(N=Cc2cn(-c3ccc(OC)cc3)cc2C=Nc2ccc(OC)cc2)cc1,102,-0.3
Cc1ccc(S(=O)(=O)NC(=O)c2cccn2C)cc1,100,-0.2
CCOc1cccc2sc(NC(=O)c3ccc(S(=O)(=O)N4CCc5ccccc54)cc3)nc12,106,-0.3
O=S(=O)(Cc1ccc(F)cc1)Cc1noc(-c2ccno2)n1,104,0
COc1ccc(C(=O)COC(=O)c2cc(Br)ccc2Cl)cc1,102,0.1
c1ccc(-n2ncc3c(N4CCOCC4)ncnc32)cc1,103,0.5
Cn1nc(-c2ccccc2F)c2cc(C(=O)Nc3ccc4c(c3)OCO4)sc21,101,0.2
CCOC(=O)c1ccc(NC(=O)C2CCN(S(=O)(=O)c3ccc(C)cc3)CC2)cc1,106,0.5
Nc1nnc(CCS(=O)(=O)c2ccc(Br)cc2)s1,100,-0.8
O=C(CCc1ccccc1)NC1CC(=O)N(c2cccc(F)c2)C1 (stereo unspecified),110,0.8
CC12CC(c3ccccc3O1)C(C(=O)O)C(=O)N2CCC1=CCCCC1 (stereo unspecified),106,1.6
O=C(CSc1nc(N2CCOCC2)nc(N2CCOCC2)n1)c1ccccc1,101,-0.3
O=C(c1ccc2c(c1)N(Cc1ccccc1)C(=O)c1ccccc1S2=O)N1CCN(C(=O)c2ccco2)CC1 (stereo unspecified),101,0.2
COc1cccc(NS(=O)(=O)c2ccc3c(c2)CC(C)N3C(=O)C2CC2)c1 (stereo unspecified),102,0.3
O=C(Nc1ccccc1)c1ccco1,104,0.8
COc1ccc(SCc2nsc(Sc3ccc(OC)cc3)n2)cc1,103,0.1
CCCSCCCNC(=O)C1CCCN(c2nn3cc(-c4ccc(OC)cc4)nc3s2)C1 (stereo unspecified),104,-0.8
Cc1c(CC(=O)NCCc2ccccc2F)c(=O)oc2cc(O)c(Cl)cc12,108,0.3
Cc1cccc(C)c1NC(=S)N1CCCC1=O,99,-0.6
CC(=O)N1CCN(c2ccccc2NC(=S)NC(=O)CC(C)C)CC1,101,-0.1
CC(C)Cn1c(=O)c2sccc2n2c(CCCC(=O)NCCc3ccccc3)nnc12,115,0
N#Cc1ccccc1OCC(=O)N1CCN(c2ccccc2F)CC1,109,1
COc1ccc(C2=C3NN=C(N)N3NN2)cc1,102,-0.1
Cc1ccc2nc(SCC(=O)N3CCc4ccccc43)nc(=O)n2c1,103,0.1
CCOC(=O)c1c(-c2ccc(OC)cc2)oc2ccc(OCc3ccccc3C)cc12,107,0.5
CCOC(=O)c1ccccc1NC(=O)c1ccncc1,100,-0.2
Cc1ccc(Cl)cc1N1CCN(S(=O)(=O)c2cc3[nH]c(=O)c(=O)[nH]c3cc2C)CC1,98,-1.7
O=c1c(Oc2ccccc2)c(C(F)(F)F)oc2c(O)c(O)ccc12,101,0.2
COC(=O)C1=C(C)N(c2ccccc2)/C(=C/c2cccc3ccccc23)C1=O,101,0
N#Cc1c(N(C(=O)/C=C/c2ccco2)C(=O)/C=C/c2ccco2)oc(-c2ccco2)c1-c1ccco1,89*,-1.4*
Cc1noc(C)c1COC(=O)CCC(=O)c1ccc(F)cc1,104,0.3
O=C(COCc1cc(-c2ccc3c(c2)OCO3)on1)NCc1ccc(F)cc1,112,1.1

# (next part)
SMILES,Polio RdRp inh,Polio RdRp inh FP z-score
CCC(C)(C)NS(=O)(=O)Cc1ccccc1,103,0.7
CC(C)c1ccc(N/C=C2/CCCCC2=O)cc1,103,0.8
CCNC(=O)c1ccc(NS(C)(=O)=O)cc1,101,0.2
COc1ccc(C(=O)Oc2c(Sc3ccc(C)cc3)c(C)nn2C(C)(C)C)c(OC)c1,101,-1
Cc1cc(=O)[nH]c(SCC(=O)N(c2ccccc2)c2ccccc2)n1,103,0.3
CCOc1ccc(Nc2ncnc3c2cnn3-c2ccccc2)cc1,102,0
CCCC(=O)NCC(c1ccc2c(c1)OCO2)N1CCN(c2ccccc2)CC1 (stereo unspecified),111,0.9
Cc1cc2cc(CNC(=O)COc3ccc4ccccc4c3)ccc2n1C,98,-1.3
CN(C)c1ccc(C(CNS(=O)(=O)c2ccccc2)N2CCc3ccccc32)cc1 (stereo unspecified),106,0.1
CCCn1cc(S(=O)(=O)c2ccc(C)cc2)c(=O)c2cc(F)c(N3CCCC3)cc21,115,1.7
CCOc1ccccc1-c1noc(-c2cccc(OC)c2)n1,101,0.3
Cc1noc(C)c1CSc1nc(C)c(C)n1C1CCCCC1,105,0.4
COc1ccc(N2CCN(S(=O)(=O)CCNC(=O)COc3cccc(OC)c3)CC2)cc1,105,-0.5
O=C(O)c1cccc(N=C2NC(=O)C(CO)(CO)S2)c1,101,-0.3
CC(C)Cn1c(=O)[nH]c2ccccc21,101,-0.1
COc1cccc(CNC(=O)CCCn2nc(C)c3sc4ccccc4c3c2=O)c1,108,0
CC(C)(C)c1cc(CN2C(=O)c3ccccc3C2=O)cc(C(C)(C)C)c1O,104,-0.2
Cc1nn(-c2ccccc2)nc1C(=O)NC(=O)N1CC(C)OC(C)C1 (stereo unspecified),108,0.5
O=C(O)CSC(=S)N1CCCC1,100,0.1
Cc1ccc2nc(Cl)c3cc(C(=O)NCCN4CCN(C)CC4)sc3c2c1,102,0.2
COC(=O)c1cc(S(=O)(=O)N2CCN(c3cccc(C)c3)C(C)C2)c[nH]1 (stereo unspecified),113,0.5
C=CC(=O)NC1(CCC)CCCCC1,98,-0.2
Cc1cc(N2CCCCC2)nc2ccc(NC(=O)CCC(=O)N3CCN(c4ccccc4)CC3)cc12,104,-0.3
O=C(NC(=O)N1CCOCC1)c1ccc(S(=O)(=O)N2CCOCC2)cc1,101,-0.4
Cc1cc(C)n(C(=O)CNC(=O)c2cccs2)n1,101,-0.1
O=C(Nc1nnc(S(=O)(=O)N2CCCCCC2)s1)c1ccccc1F,108,-0.2
CCOc1ccc(CNC(=O)C2CCCN2S(=O)(=O)c2ccc3c(c2)CCCC(=O)N3)cc1 (stereo unspecified),102,0.9
COCCCNC(=O)c1sc2nc3n(c(=O)c2c1C)CCC3,105,-0.3
CCOC(=O)c1[nH]c(C)c(CCC(=O)Nc2ccc(C)cc2Cl)c1C,107,-0.2
C/C(CC(c1ccccc1)c1c(O)c2ccccc2oc1=O)=N/O (stereo unspecified),105,0.3
COc1ccc(CC(=O)Oc2ccc(F)cc2)cc1,101,-0.3
Cc1cccc(C)c1NC(=O)NC1CCc2ccccc21 (stereo unspecified),104,0.5
COc1ccc(C(=O)c2cn(Cc3ccccc3OC)c3cc4c(cc3c2=O)OCO4)cc1,109,0.6
CC1C(c2ccccc2)CC(C(=O)O)C1(C)C (stereo unspecified),100,-0.2
COc1ccc(-c2nnn3c2nc(NCCc2ccc(OC)c(OC)c2)c2ccccc23)cc1,108,1.1
CN(c1ccccc1)S(=O)(=O)c1cn(C)c(=O)n(C)c1=O,101,-0.2
CCc1ccc2oc(-c3cc(N)cc(C)c3O)nc2c1,101,-0.2
CCOC(=O)c1nc(N(C)C2CCCCC2)c2ccccc2n1,101,0
COc1ccc(-c2nc3c(c(SCC(=O)Nc4ccccc4F)n2)Cc2cc(C)ccc2O3)cc1,107,1
Fc1cccc(-n2ncc3c2ncn2nc(-c4ccccc4)nc32)c1,101,-0.3
CC[C@H]1OC(=O)[C@H](C)[C@@H](O[C@H]2C[C@@](C)(OC)[C@@H](O)[C@H](C)O2)[C@H](C)[C@@H](O[C@@H]2O[C@H](C)C[C@H](N(C)C)[C@H]2O)[C@](C)(O)C[C@@H](C)C(=O)[C@H](C)[C@@H](O)[C@]1(C)O,100,-0.1
Cc1cc2nc(NCCOc3ccccc3)c3ccccc3n2n1,99,-0.2
CCOC(=O)Cn1c(=NC(=O)c2ccc(N3C(=O)CCC3=O)cc2)sc2cc(S(N)(=O)=O)ccc21,102,0
Cc1ccccc1Cn1c(=O)n(CCc2ccccc2)c(=O)c2c(C)c(C)sc21,111,1
Cc1cc(NC(=O)C2CC2)n(-c2ccccc2C(F)(F)F)n1,104,1.2
COc1ccc(-c2cc(=O)oc3c(C)c(O)c(CN4CCCC(C)C4)cc23)cc1 (stereo unspecified),100,0
CC(C)c1cc(NC(C)c2ccccc2)n2c(nc3ccccc32)c1C#N (stereo unspecified),104,0.6
COc1ccc(N2CCN(C(=O)c3c(C)oc4ncnc(N5CCCCC5)c34)CC2)cc1,98,-1.3
O=C1CCCN1CCCNc1ccc2nnc(CCC(=O)N3CCCCC3)n2n1,102,0.8
COc1ccc(OC)c(NC(=O)c2c(NCc3ccc(C)o3)sc3c2CCC(C)C3)c1 (stereo unspecified),104,-0.3
CCCN(CCC)S(=O)(=O)c1ccc2c(c1)C(=C(C)C)C(=O)N2,104,1.6
CN1C(=O)N(C)C2CC1N(C)C(=O)N2C,102,1
Cc1nccc(-c2cccc(N/N=C(\C#N)S(=O)(=O)c3ccccn3)c2)n1,105,0.9
Cc1cccc(Nc2nc(-c3ccc(F)cc3)cs2)n1,108,0.6
CCOC(=O)C1(O)CC(C)=NN1C(=O)c1cccc(Cl)c1 (stereo unspecified),107,0.6

# This is a subset (hit frequency here may not be typical).
